# MLLE-PAM2 inh = blocks PAM2 peptide binding to the PABP1 MLLE domain; P11940; GST-MLLE / FITC-PAM2 fluorescence polarization; inhibition, % at 20 µM; actives 0.36% (n = 360,000); in the data active = inhibition above about 35%, passing the limit was not always enough;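 note: plate controls were DMSO wells with GST-MLLE for no effect and wells lacking GST-MLLE protein for full effect; some results filed as inactive read as strong as hits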
# STEP block = STEP (human) phosphatase inhibition; AID 588621; P54829; recombinant STEP, OMFP fluorogenic substrate, fluorescence; inhibition, % at 20 µM; actives 0.25% (n = 360,000);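 active = inhibition at 20 µM, scaled per plate between control wells, above about 37%, limit read from the data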;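 note: 0% = DMSO with enzyme and substrate and 100% = substrate only without enzyme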
#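 material = STEP tyrosine phosphatase | reagent = fluorogenic phosphatase substrate OMFP at 25 µM final | doses = single compound dose of 20 µM, 1% DMSO final | schedule = 20 min reaction, room temperature, in the dark | measured by = fluorescence, 480/540 nm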
# SUMO1 PPI mod = SUMO1-SIM interaction modulation. P63165. SUMO1 binding to a labelled peptide, TR-FRET, 1 h. inhibition, % at 20 µM. actives 0.33% (n = 360,000). AID 602429; in the data active = inhibition above about 37%
# Target sequence (P63165 whole entry, looked up): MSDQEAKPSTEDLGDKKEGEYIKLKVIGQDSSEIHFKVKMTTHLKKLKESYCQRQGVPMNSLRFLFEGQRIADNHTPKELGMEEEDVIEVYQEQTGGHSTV
# Tb MetRS inh = blocks T. brucei methionyl-tRNA synthetase activity. purified T. brucei MetRS, ATP depletion, Kinase-Glo luminescence. inhibition, % at 11.9 µM. actives 0.4% (n = 360,000);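 active = inhibition above a per-plate cutoff of the control wells' mean inhibition plus 3 SD, cut at about 5.5% in these data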;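 note: 0% = DMSO wells median and 100% = median of wells with control inhibitor compound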
#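 Measured by: Kinase-Glo luciferase luminescence reporting remaining unconsumed ATP. Material: purified T. brucei MetRS enzyme. Doses: 11.9 µM compound single dose, 0.9% DMSO. Medium: HEPES buffer containing pyrophosphatase, BSA, spermine, DTT. Times: 15 min preincubation, 2 h reaction, all 25 °C. Reagent: methionine, ATP and bulk E. coli tRNA.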
# NadD block = inhibitors of Staphylococcus aureus NadD; purified NadD enzyme, colorimetric absorbance read-out; AID 602399; actives 0.78% (n = 360,000); inhibition, % at 20 µM; in the data active = inhibition above about 26%; note: some compounds past the cut are filed as inactive
# Rpn11 block = inhibitors of human proteasome Rpn11 | calls only at 20 µM | actives 0.59% (n = 360,000) | AID 588493 | human 26S proteasome, Ub4-pepOG fluorescence polarization; 20S core pre-blocked with epoxomicin | O00487;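 active = inhibition at 20 µM, scaled to each plate's controls, above about 33%, limit read from the data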
# Target sequence (O00487 whole entry, looked up): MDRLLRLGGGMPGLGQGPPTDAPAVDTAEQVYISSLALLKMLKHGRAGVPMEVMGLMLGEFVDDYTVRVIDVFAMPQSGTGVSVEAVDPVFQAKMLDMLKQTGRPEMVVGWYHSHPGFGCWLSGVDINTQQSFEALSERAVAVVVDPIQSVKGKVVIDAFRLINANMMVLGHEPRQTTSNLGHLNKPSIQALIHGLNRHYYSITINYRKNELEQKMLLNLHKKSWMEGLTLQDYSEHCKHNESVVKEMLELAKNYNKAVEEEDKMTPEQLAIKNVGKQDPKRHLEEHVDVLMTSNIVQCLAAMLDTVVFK
# Scp1 inh = Scp-1 (human) phosphatase inhibition; Q9GZU7; Recombinant Scp1, phosphopeptide, malachite green phosphate absorbance; inhibition, % at 20 µM; actives 0.88% (n = 340,000); AID 493091;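 active = inhibition above about 50% at 20 µM, limit read from the data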;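 note: plate controls were DMSO wells with enzyme for no effect and wells lacking enzyme for full effect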
#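 Incubation: 45 min enzyme reaction at room temperature / System: truncated SCP-1 phosphatase (76-261aa) / Reagent: Phospho 17-mer peptide substrate / Buffer or medium: Acidic Tris acetate buffer with magnesium and detergent / Signal: absorbance at 630 nm / Doses: one concentration, 20 µM, with 1.0% DMSO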
# CSN deneddyl inh = blocks human CSN-mediated cullin deneddylation. Q92905. Purified CSN, SCF-Nedd8-OG deneddylation, fluorescence polarization. inhibition, % at 12.5 µM. actives 0.38% (n = 360,000);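 active = pattern-corrected inhibition above about 35%, with an unprinted fluorescence ratio check between 0.5 and 1.5, limit read from the data, passing the limit was not always enough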;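 note: 0% = enzyme with substrate and 100% = substrate without enzyme; some results filed as inactive read as strong as hits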
# Target sequence (Q92905 whole entry, looked up, one chain of several): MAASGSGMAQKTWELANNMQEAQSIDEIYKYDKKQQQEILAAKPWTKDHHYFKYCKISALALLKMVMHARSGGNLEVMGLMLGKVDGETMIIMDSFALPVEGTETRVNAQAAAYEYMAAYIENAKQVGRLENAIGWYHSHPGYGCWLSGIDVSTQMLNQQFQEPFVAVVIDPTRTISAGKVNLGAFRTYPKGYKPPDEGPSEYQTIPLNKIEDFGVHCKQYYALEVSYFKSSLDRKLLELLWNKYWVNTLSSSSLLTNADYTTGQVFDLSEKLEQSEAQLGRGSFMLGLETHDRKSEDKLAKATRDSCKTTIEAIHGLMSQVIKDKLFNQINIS
#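 Detection – fluorescence polarization · System – HEK293T-derived human Csn5 enzyme · Controls – substrate-only high control, full reaction low control · Timing – 90 min, room temperature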
# LMPTP inh = LMPTP (human) inhibition; recombinant LMPTP-A, OMFP fluorogenic substrate, fluorescence intensity; inhibition, % at 20 µM; actives 0.22% (n = 360,000); AID 651560;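 active = compounds that cut the enzyme signal by at least half of the control window in the single-dose screen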;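 note: plate controls were DMSO wells with enzyme plus substrate for no effect and substrate without enzyme for full effect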
# Target sequence (P24666 whole entry, looked up): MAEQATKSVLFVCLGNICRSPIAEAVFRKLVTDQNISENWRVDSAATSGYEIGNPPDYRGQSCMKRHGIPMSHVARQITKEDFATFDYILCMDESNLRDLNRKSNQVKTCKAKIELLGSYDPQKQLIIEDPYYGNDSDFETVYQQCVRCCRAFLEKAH
#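 Test system: LMPTP-A phosphatase enzyme; input: 0.625 nM LMPTP-A final; reagent: OMFP substrate, 400 µM final; compound dosing: 20 µM single dose, 3% DMSO; incubation: 50 min dark incubation at room temperature; measured by: endpoint fluorescence intensity from OMFP dephosphorylation; measure: % inhibition relative to no-enzyme and uninhibited control wells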
# DNMT1 block = inhibitors of human DNMT1 | P26358 | DNMT1 molecular beacon, Hinp1I cleavage, fluorescence | inhibition (reported as % activation of signal), % at 10 µM | actives 0.83% (n = 360,000) | AID 588458; in the data active = inhibition above about 50%
# * = called active by the depositor; i = inactive; . = not tested or not shown.
MLLE-PAM2 inh,STEP block,SUMO1 PPI mod,Tb MetRS inh,NadD block,Rpn11 block,Scp1 inh,CSN deneddyl inh,LMPTP inh,DNMT1 block,structure
-16,2,-2,-0.6,31*,i,-1,3,9.8,5,Cc1cc(C)cc(OCC(=O)Nc2ccc3c(c2)C(=O)c2ccccc2C3=O)c1
-2,1,-2,-1.4,-3,i,0,-2,-0.5,-14,COc1ccc(C2(CNC(=O)CCC(=O)O)CCCC2)cc1OC
1,1,-3,-0.1,6,i,-9,-4,-0.7,6,CC(C)c1ccc(C2N3CC4([N+](=O)[O-])CN2CC([N+](=O)[O-])(C3)C4(C)C)cc1 (stereo not drawn)
1,-3,5,-0.3,2,i,-6,0,-1.2,0,O=Cc1ccccc1-c1cn(CCCOCc2ccccc2)nn1
-1,-15,0,-1.2,5,i,5,0,-3.1,2,CC(C)(C)c1cccc(Oc2nn[nH]n2)c1
7,2,-13,-0.3,3,i,.,-2,5.7,-6,CC(=O)NCCNc1nc(NCC2CC2)nc2cc(-c3ccccc3)sc12
0,-2,-3,-1.0,-1,i,8,2,-0.3,14,N#Cc1ccc(OCC(=O)NCCc2ccccn2)cc1
-2,1,-2,-0.2,-3,i,-7,-3,-2.1,4,O=C(C1CCCN(Cc2ccccc2)C1)N1CCCCC1 (stereo not drawn)
-6,-3,-1,-0.2,-11,i,-8,6,-0.9,0,N#Cc1ccccc1COC(=O)CCC(=O)c1cccs1
-15,-4,-3,-1.1,-8,i,-7,-6,-0.3,1,c1ccc(OCCOCCSc2ncccn2)cc1
5,-1,-2,-1.2,1,i,-3,5,-1.4,-1,CCn1c(SCC(=O)OC(C)C)nnc1-c1cccc(Cl)c1
-8,-1,-25,0.5,-1,i,-8,0,0.5,-2,COc1ccc(NC(=O)CC2SC(=NCC3CCCO3)NC2=O)c([N+](=O)[O-])c1 (stereo not drawn)
13,2,1,-0.3,-9,i,0,1,2.2,-1,CCCc1nc2oc3c(NCCN4CCOCC4)ncnc3c2c2c1CCCC2
-16,4,-3,0.4,-6,i,-1,2,0.0,1,O=C(O)c1cc(-n2[nH]c(=O)c3ccccc3c2=O)ccc1Cl
0,-1,5,-0.2,3,i,-6,5,0.9,-12,CCC(CO)Oc1cc(NCc2ccc(C(F)(F)F)cc2)c2ncn(C(C)C)c2c1 (stereo not drawn)
1,-2,2,-0.4,3,i,-3,-1,0.6,-7,CCOC(=O)c1cc(-c2ccccc2)nn1-c1ccccn1
11,3,2,-0.8,-2,i,1,-9,3.9,2,Cc1cc(C)cc(NC(=O)CSc2ccccc2)c1
15,1,-9,-0.5,-3,i,-5,-3,-0.1,-1,Cc1cc(C)c[n+](-c2nc([O-])sc2C=O)c1
-2,-2,3,0.0,6,i,-5,-1,0.4,-3,CC(C)(C)c1ccc(OCC(=O)O)cc1
-11,-2,3,-1.6,1,i,2,1,-0.4,6,CCOC(=O)C1=C(O)CSC1=Nc1ccc(Cl)cc1
16,4,-14,0.1,-3,i,3,7,0.2,0,COc1ccc([N+](=O)[O-])cc1NC(=S)Nc1ccccc1
3,1,5,-0.2,-5,i,.,4,-2.1,3,CC(=O)NCC1(c2ccccc2)CCN(CCCC(=O)c2ccc(F)cc2)CC1
-8,2,29,-0.5,-5,i,-7,0,1.0,-3,COc1cccc(NC(=O)CN2C(=O)NC(C)(CCC(C)C)C2=O)c1 (stereo not drawn)
1,-3,-1,-0.5,-1,i,-10,-2,0.9,1,Cc1ccc(S(=O)(=O)NC23CC4CC(CC(C4)C2)C3)cc1
-13,5,2,-0.1,-7,i,.,-1,3.1,6,CN(Cc1ccccc1)C(=O)c1csc([C@@H]2C[C@H](O)[C@@H](CO)O2)n1
5,4,0,-0.6,-3,i,-5,-1,0.0,5,O=C(CSc1nnc(CNC(=O)c2cccs2)o1)NCc1ccc(F)cc1
-45,-3,-1,-1.1,-2,i,6,-2,0.0,0,CCc1nn(C)c(-c2n[nH]c(=S)n2N)c1Cl
13,15,-14,-0.9,-6,i,-8,0,2.6,-23,COC1=C(Nc2ccc(O)cc2)C(=O)c2ccccc2C1=O
7,-7,-1,0.0,-9,i,.,6,0.7,9,COc1cc(F)ccc1-c1csc(C(O)c2ccc(F)c(F)c2)n1 (stereo not drawn)
1,0,4,-0.3,-3,i,-5,0,2.9,3,CC(C)(C)c1ccc(COC(=O)CN2C(=O)NC3(CCCC3)C2=O)cc1

# Reformatted: results already given.
# Second line of a record: MLLE-PAM2 inh | STEP block | SUMO1 PPI mod | Tb MetRS inh | NadD block | Rpn11 block | Scp1 inh | CSN deneddyl inh | LMPTP inh | DNMT1 block
- CC(C)(C)c1cccc(Oc2nn[nH]n2)c1
→ -1 | -15 | 0 | -1.2 | 5 | i | 5 | 0 | -3.1 | 2
- CC(=O)NCCNc1nc(NCC2CC2)nc2cc(-c3ccccc3)sc12
→ 7 | 2 | -13 | -0.3 | 3 | i | . | -2 | 5.7 | -6

# Next section.
MLLE-PAM2 inh,STEP block,SUMO1 PPI mod,Tb MetRS inh,NadD block,Rpn11 block,Scp1 inh,CSN deneddyl inh,LMPTP inh,DNMT1 block,structure
-7,3,2,-0.3,0,i,-1,2,0.2,2,CCOC(=O)C1CCN(C(=O)COC(=O)C2CCN(S(=O)(=O)c3ccc(C)c(C)c3)CC2)CC1
-25,-1,0,-0.6,-6,i,6,-2,-0.4,8,Cc1nnc(SC(C)C(=O)Nc2ccc(N3CCOCC3)cc2)n1Cc1ccccc1 (stereo not drawn)
1,1,0,-1.2,-5,i,8,-5,0.0,1,CCN1CCN(c2nnc(-c3ccc(F)cc3)c3ccccc23)CC1
1,4,0,-0.3,-1,i,.,-1,4.2,32,Cc1ccc2c(CN(Cc3ccccc3)Cc3ccccc3)cc(=O)oc2c1
-15,-3,13,-0.6,-1,i,-2,-1,0.2,4,c1n[nH]c(SCCCCSc2ncn[nH]2)n1
-2,3,8,-0.1,0,i,5,-20,1.6,4,O=c1cc(-c2ccc3c(c2)OCCO3)oc2ccc(Cl)cc12
5,-2,3,0.8,-5,i,-2,107*,-1.0,3,Cc1ccc2sc(N(CCCN(C)C)C(=O)c3nc4ccccc4s3)nc2c1C
-1,-1,-1,-0.5,-4,i,-4,2,0.7,6,COC(=O)c1ccc(NC(=O)N2CCCC(C(=O)c3ccccc3OC)C2)cc1 (stereo not drawn)
6,2,-6,-0.2,-1,i,-6,-4,0.5,0,O=C(Oc1c(Cl)cc(Cl)c2cccnc12)N1CCCCC1
-5,1,-1,0.6,-3,i,-1,-3,-1.8,2,CCCn1c(SCC(=O)NCc2ccccc2)nnc1-c1ccncc1
-28,0,1,0.4,2,i,0,0,-1.9,16,NC(N)=NCCC[C@H](NC(=O)OCc1ccccc1)C(=O)O
0,2,1,-0.7,-5,i,-5,3,-0.6,1,CC(C)CC(C(=O)O)C(C)CC(=O)Nc1ccn(-c2ccccc2)n1 (stereo not drawn)
68,-6,-16,-1.1,4,i,-9,13,1.6,16,Cc1ccc(NC(=S)Nc2ccc3nc(-c4ccccn4)c(-c4ccccn4)nc3c2)cc1C
-4,-3,-6,-1.1,-2,i,-6,-3,0.0,1,COc1cc(/C=C(\C#N)C(N)=O)ccc1OS(=O)(=O)c1ccc(C)cc1
1,-2,-2,2.0,8,i,-21,-4,-0.1,1,CCN(C(=O)COC(=O)c1ccccc1NC(=O)c1ccco1)C1CCS(=O)(=O)C1 (stereo not drawn)
-20,-2,7,54*,-9,i,-2,-4,4.8,-5,Cc1cc(Cn2nc(-c3ccccc3)cc2C(=O)NCc2cccc(Br)c2)on1
0,-13,1,-2.5,6,i,3,-5,-3.3,0,CCN1CCN(CCC(=O)Nc2ccc3c(c2)OCO3)CC1
-7,0,3,1.1,2,i,13,0,-0.7,4,Cc1ccccc1C1CC(c2ccc(F)cc2)Nc2nc(N)nn21 (stereo not drawn)
16,0,-5,-0.3,-5,i,-8,-3,-1.3,1,COc1ccc(/C=N/N2CCOCC2)cc1O
2,3,-5,-0.3,-5,i,.,-5,2.1,-2,COC(=O)c1ccc(COC(=O)C2CCN(S(=O)(=O)c3c(C)cc(C)cc3C)CC2)o1
-6,-1,2,-2.5,-5,i,-4,5,-1.3,-3,CCCc1cc(=O)oc2cc(OCC(=O)NCCc3c[nH]c4ccccc34)ccc12
-11,1,-3,-0.3,3,i,-4,0,0.1,5,N#Cc1ccccc1OCC(=O)N1CCc2ccccc2C1
10,1,2,-0.3,-3,i,-9,-4,-1.5,-2,CCN(CC(=O)NCc1cccs1)C(=O)c1ccccc1Cl
5,2,2,-0.3,1,i,-3,-4,-0.3,0,Cc1cccc(C(OC(=O)c2ccco2)C(=O)NCc2ccccc2)n1 (stereo not drawn)
11,-3,1,-0.6,0,i,-8,-3,0.7,-1,CCCCOc1ccc(/C(N)=N/O)cc1
6,-4,0,-0.6,-1,i,-1,14,-0.6,2,CC(=O)Nc1ccc(NC(=O)Nc2ccc(C)c(C)c2)cc1
-6,-2,-17,-0.6,-1,i,14,-3,1.4,4,Cc1ccc(OCC(=O)N(Cc2ccccc2)C(C)(C)C)c([N+](=O)[O-])n1
9,2,1,-0.7,-2,i,-2,2,-2.9,2,COc1ccccc1CN1CC(C(=O)NC2CCOCC2)CCC1=O (stereo not drawn)
-1,0,2,-0.6,17,i,2,1,9.3,11,O=C(Nc1ccc(NC(=O)c2cc3ccccc3o2)cc1)c1ccc2c(c1)OCCO2
0,3,3,-0.4,-7,i,-8,-3,2.1,-8,CC(=O)Nc1ccc(S(=O)(=O)N(C)c2ccc(OCC(=O)Nc3ccccc3C(C)=O)cc2)cc1
8,1,0,-0.4,0,i,-1,1,-0.5,0,COc1cccc(C(=O)NCCS(=O)(=O)NCc2ccco2)c1
-83,3,-4,0.2,2,i,-2,0,4.8,2,CCC(C)NC(=S)N(Cc1cc2cc(C)ccc2n2nnnc12)CC(C)(C)NC(C)C (stereo not drawn)

# In the list so far, 4 have a nitro group on carbon:
MLLE-PAM2 inh,STEP block,SUMO1 PPI mod,Tb MetRS inh,NadD block,Rpn11 block,Scp1 inh,CSN deneddyl inh,LMPTP inh,DNMT1 block,structure
1,1,-3,-0.1,6,i,-9,-4,-0.7,6,CC(C)c1ccc(C2N3CC4([N+](=O)[O-])CN2CC([N+](=O)[O-])(C3)C4(C)C)cc1 (stereo not drawn)
-8,-1,-25,0.5,-1,i,-8,0,0.5,-2,COc1ccc(NC(=O)CC2SC(=NCC3CCCO3)NC2=O)c([N+](=O)[O-])c1 (stereo not drawn)
16,4,-14,0.1,-3,i,3,7,0.2,0,COc1ccc([N+](=O)[O-])cc1NC(=S)Nc1ccccc1
-6,-2,-17,-0.6,-1,i,14,-3,1.4,4,Cc1ccc(OCC(=O)N(Cc2ccccc2)C(C)(C)C)c([N+](=O)[O-])n1

# Screening results: PubChem, several laboratories
